# Screens: PubChem, Broad Institute
# EZH2 inh = EZH2/PRC2 methyltransferase inhibitors, primary screen, biochemical, DELFIA time-resolved fluorescence, single point; AID 651548, 2012; PRC2 H3K27 methylation, DELFIA TRF, 1 h; inhibition, % at 12.5 µM; Histone-lysine N-methyltransferase EZH2 (Homo sapiens), Q15910; actives 0.35% (n = 57,000);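 active = mean inhibition of replicates at least 50% and every single replicate also reaching 50%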;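 also: dimethyl H3K27 on biotinylated H3 21-44 peptide detected by antibody; plate controls were median neutral control wells for no effect and median positive control wells for full effect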
# IDH1 R132H inh = inhibitors of IDH1 R132H reductase, primary screen, biochemical, plate reader, single point. diaphorase/resazurin fluorescence, 60 min. inhibition, % at 10 µM. actives 0.18% (n = 70,000). AID 624101, 2012; in the data active = inhibition above about 34%;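 also: 0% = DMSO and 100% = no enzyme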
# Target sequence (O75874 whole entry R132H): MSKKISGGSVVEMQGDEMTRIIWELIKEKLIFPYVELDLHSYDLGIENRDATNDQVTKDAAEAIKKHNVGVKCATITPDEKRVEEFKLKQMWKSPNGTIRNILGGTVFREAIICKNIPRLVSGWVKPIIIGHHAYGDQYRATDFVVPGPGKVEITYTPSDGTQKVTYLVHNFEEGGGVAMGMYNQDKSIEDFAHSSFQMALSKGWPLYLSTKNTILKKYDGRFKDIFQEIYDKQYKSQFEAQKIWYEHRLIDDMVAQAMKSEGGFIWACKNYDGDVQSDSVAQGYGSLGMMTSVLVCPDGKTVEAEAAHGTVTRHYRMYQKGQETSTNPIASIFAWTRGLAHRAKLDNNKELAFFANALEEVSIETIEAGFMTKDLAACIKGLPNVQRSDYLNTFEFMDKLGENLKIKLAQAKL
# Starred values were filed as active, the others as inactive; x = not tested or not shown.
SMILES,EZH2 inh,IDH1 R132H inh
C[C@@H]1CCCCO[C@@H](CN(C)S(=O)(=O)c2ccc(Cl)cc2)[C@@H](C)CN([C@@H](C)CO)C(=O)c2cc(NC(=O)c3ccncc3)ccc2O1,x,1.2
CC(C)c1ccccc1OCC(=O)Nc1sc2c(c1C(N)=O)CCCC2,11,-0.2
COc1ccc(C(NC(C)=O)c2ccc3cccnc3c2O)cc1OC (centres undefined),2,0.0
C[C@H]1CN([C@@H](C)CO)C(=O)c2cc(NC(=O)Nc3ccc4c(c3)OCO4)ccc2O[C@@H]1CN(C)Cc1ccccc1,-15,-0.8
COC1=CC(=O)O/C1=C(/OC)[C@@H]1O[C@H]1c1ccccc1,x,-0.3
C[C@H]1CN([C@@H](C)CO)C(=O)c2cc(NC(=O)Nc3ccc(F)cc3)ccc2O[C@@H]1CN(C)CC1CCCCC1,-9,1.8
CC(C)NC(=O)Nc1ccc2c(c1)C(=O)N([C@H](C)CO)C[C@H](C)[C@@H](CN(C)Cc1ccccc1)OCCCC[C@@H](C)O2,6,0.9
C[C@@H]1CN([C@H](C)CO)C(=O)c2cc(C#CC3CC3)cnc2O[C@H]1CN(C)C(=O)CC1CC1,-11,0.5
COc1ccc(CC(=O)Nc2ccc(S(N)(=O)=O)cc2)cc1OC,-10,-0.9
CO[C@H]1CN(C)C(=O)c2ccc(NS(=O)(=O)CC(F)(F)F)cc2OC[C@@H](C)NC[C@H]1C,6,0.0
Cc1ccccc1-c1nc(SCC(=O)c2cccc([N+](=O)[O-])c2)n[nH]1,-5,0.4
Cc1noc(C)c1NC(=O)N(C)C[C@H]1Oc2c(NC(=O)C3CCCCC3)cccc2C(=O)N([C@H](C)CO)C[C@@H]1C,9,x
C[C@@H]1CN([C@@H](C)CO)C(=O)Cc2cc(NS(=O)(=O)c3ccc(Cl)cc3)ccc2O[C@H]1CN(C)Cc1ccc(C(=O)Nc2ccccc2N)cc1,x,0.3
C[C@H](CO)N1C[C@H](C)[C@@H](CN(C)Cc2ccccn2)Oc2ncc(C#CCc3ccccc3)cc2C1=O,-8,0.2
C/C=C/c1ccc2c(c1)O[C@@H](CN(C)C(=O)c1ccccn1)[C@H](C)CN([C@@H](C)CO)S2(=O)=O,-6,0.3
C[C@H](CO)N1C[C@H](C)[C@@H](CN(C)C(=O)Nc2ccc(C(F)(F)F)cc2)Oc2ccc(NC(=O)Cc3ccccc3)cc2C1=O,-15,x
CC(C)NC(=O)Nc1cccc2c1O[C@@H](CN(C)Cc1ccc(C(F)(F)F)cc1)[C@@H](C)CN([C@@H](C)CO)C2=O,x,0.8
C[C@H](CO)N1C[C@H](C)[C@H](CN(C)S(=O)(=O)c2ccc(Cl)cc2)Oc2ccc(NC(=O)Nc3ccccc3)cc2C1=O,-7,3.3
C[C@@H]1CN([C@H](C)CO)S(=O)(=O)c2ccc(Br)cc2O[C@@H]1CN(C)Cc1ccccn1,6,-1.9
C[C@H](CO)N1C[C@H](C)[C@@H](CN(C)S(=O)(=O)c2cccs2)OCCCC[C@H](C)Oc2ccc(NS(=O)(=O)c3ccc(F)cc3)cc2C1=O,x,0.3

# Some values from the results shown.
# C[C@@H]1CN([C@@H](C)CO)C(=O)Cc2cc(NS(=O)(=O)c3ccc(Cl)cc3)ccc2O[C@H]1CN(C)Cc1ccc(C(=O)Nc2ccccc2N)cc1 | IDH1 R132H inh = 0.3
# Cc1ccccc1-c1nc(SCC(=O)c2cccc([N+](=O)[O-])c2)n[nH]1 | IDH1 R132H inh = 0.4
# C[C@H](CO)N1C[C@H](C)[C@@H](CN(C)Cc2ccccn2)Oc2ncc(C#CCc3ccccc3)cc2C1=O | EZH2 inh = -8
# Cc1noc(C)c1NC(=O)N(C)C[C@H]1Oc2c(NC(=O)C3CCCCC3)cccc2C(=O)N([C@H](C)CO)C[C@@H]1C | EZH2 inh = 9
# C/C=C/c1ccc2c(c1)O[C@@H](CN(C)C(=O)c1ccccn1)[C@H](C)CN([C@@H](C)CO)S2(=O)=O | EZH2 inh = -6
# C[C@@H]1CN([C@H](C)CO)S(=O)(=O)c2ccc(Br)cc2O[C@@H]1CN(C)Cc1ccccn1 | EZH2 inh = 6

# Next part.
SMILES,EZH2 inh,IDH1 R132H inh
CO[C@H]1CN(C)C(=O)c2cc(NS(=O)(=O)c3ccccc3C)ccc2OC[C@H](C)N(C)C[C@@H]1C,-3,0.2
C[C@H](O)C#Cc1cnc2c(c1)C(=O)N([C@@H](C)CO)C[C@H](C)[C@H](CN(C)C(=O)Nc1ccc(C(F)(F)F)cc1)O2,1,-4.3
C/C=C/c1cnc2c(c1)C(=O)N([C@H](C)CO)C[C@@H](C)[C@@H](CN(C)C(=O)c1ccc3c(c1)OCO3)O2,x,-0.1
CC(C)[N+]1(C)[C@@H]2CC[C@@H]1CC(OC(=O)C(CO)c1ccccc1)C2 (some centres undefined),x,-1.0
C[C@@H]1CN([C@@H](C)CO)C(=O)CCCn2nncc2CO[C@@H]1CN(C)C(=O)c1ccncc1,-5,0.7
C[C@@H]1CN([C@@H](C)CO)C(=O)Cc2cc(NC(=O)Nc3ccc4c(c3)OCO4)ccc2O[C@@H]1CN(C)S(=O)(=O)c1ccc(Cl)cc1,x,0.6
CCC(=O)OC1(C(=O)CCl)[C@@H](C)C[C@H]2[C@@H]3CCC4=CC(=O)C=C[C@]4(C)[C@@]3(F)[C@@H](O)C[C@@]21C (some centres undefined),x,0.8
COc1cccc(-c2cn(CC[C@@H]3CC[C@@H](NC(=O)CN(C)C)[C@H](CO)O3)nn2)c1,3,-0.1
C[C@H]1CN([C@@H](C)CO)C(=O)c2cccc(NS(=O)(=O)c3cn(C)cn3)c2O[C@H]1CN(C)C(=O)Nc1ccccc1,x,0.7
C[C@H](O)C#Cc1ccc2c(c1)O[C@H](CN(C)CC1CC1)[C@H](C)CN([C@@H](C)CO)S2(=O)=O,10,x
C[C@@H]1CN([C@@H](C)CO)C(=O)c2cc(NS(=O)(=O)c3ccccc3)ccc2O[C@@H](C)CCCCO[C@@H]1CN(C)C(=O)Nc1ccccc1,x,-0.2
O=C(Nc1ccc2c(c1)[C@@H]1C[C@@H](CC(=O)N3CCCCC3)O[C@H](CO)[C@@H]1O2)C1CCOCC1,0,-0.7
O=C(N[C@@H]1CC[C@@H](CCNC(=O)c2cnccn2)O[C@H]1CO)c1ccc2c(c1)OCO2,2,0.3
CO[C@H]1CN(C)C(=O)c2ccc(NC(=O)Nc3ccc(F)cc3)cc2OC[C@@H](C)NC[C@@H]1C,2,0.1
C/C=C/c1cnc2c(c1)C(=O)N([C@@H](C)CO)C[C@H](C)[C@@H](CN(C)CC1CCOCC1)O2,x,-0.2
CCOc1ccccc1NC(=O)COc1cc(N2CCOCC2)c2ccccc2c1Cl,0,0.2
C[C@H]1CN([C@@H](C)CO)S(=O)(=O)c2ccc(C#CC(C)(C)O)cc2O[C@@H]1CN(C)C(=O)CC1CC1,16,-1.8
C[C@@H]1CN([C@@H](C)CO)C(=O)c2cc(NC(=O)c3ccncc3)ccc2O[C@@H](C)CCCCO[C@H]1CN(C)C,5,1.7
C[C@@H]1CN([C@@H](C)CO)C(=O)Cc2cc(NC(=O)C3CC3)ccc2O[C@@H]1CN(C)Cc1ccc(Oc2ccccc2)cc1,x,2.5
C[C@@H]1CN([C@H](C)CO)C(=O)Cc2cc(NS(=O)(=O)c3ccccc3)ccc2O[C@H]1CN(C)CC1CC1,-2,2.9
CCC(C)[C@@H](CO[C@@H](Cc1ccccc1)C(=O)N[C@@H](CCS(C)(=O)=O)C(=O)OC(C)C)NC[C@@H](N)CS (some centres undefined),x,60*
CCOC(=O)c1sc(NC(=O)CSc2nc3c(c(C(F)(F)F)n2)CCCC3)c(C#N)c1C,4,0.0
Cc1nc(SCC(=O)Nc2c(C)cccc2C)n[nH]1,-14,0.0
CO[C@@H](CN(C)C(=O)c1ccc2c(c1)OCO2)[C@@H](C)CN([C@H](C)CO)S(=O)(=O)c1ccc(F)cc1,-6,0.5
C[C@@H]1CN([C@@H](C)CO)C(=O)c2cc(N(C)C)ccc2O[C@H]1CN(C)S(=O)(=O)c1ccc(Cl)cc1,10,0.6
COc1cccc(C#Cc2ccc([C@H]3[C@@H](CO)N(C(=O)C4CC4)[C@H]3C#N)cc2)c1,x,0.0
COc1ccc(CN(C)C[C@H]2Oc3c(NC(=O)C4CCOCC4)cccc3C(=O)N([C@H](C)CO)C[C@@H]2C)cc1,-4,3.4
CO[C@H]1CN(C)C(=O)c2cc(NC(=O)c3ccccc3F)ccc2OC[C@@H](C)N(C)C[C@H]1C,9,0.2
CC(C)(C)S(=O)(=O)Cc1nc(-c2cccc(F)c2)cs1,5,2.0
CN(C)C(=O)C[C@@H]1CC[C@H](NC(=O)Nc2cccc(F)c2)[C@@H](CO)O1,5,0.0
CO[C@@H]1CN(C)C(=O)c2ccc(NC(=O)C3CC3)cc2OC[C@H](C)N(C(=O)c2ccccn2)C[C@H]1C,2,0.2
CCCNC(=O)N(C)C[C@H]1Oc2ncc(-c3ccc(F)cc3)cc2C(=O)N([C@H](C)CO)C[C@@H]1C,-5,x
Cc1c(Br)c([N+](=O)[O-])nn1CC(=O)Nc1cccnc1,-4,0.3
C[C@H]1CN([C@@H](C)CO)C(=O)c2cccc(NC(=O)c3nc4ccccc4s3)c2O[C@H]1CN(C)Cc1ccc(Oc2ccccc2)cc1,x,-0.3
C[C@H]1CN([C@@H](C)CO)C(=O)c2c(c3ccccc3n2C)-c2ccccc2CO[C@@H]1CN(C)Cc1cccnc1,-7,x
C[C@@H]1CN([C@@H](C)CO)C(=O)CCCn2cc(nn2)CO[C@H]1CN(C)S(C)(=O)=O,x,-3.9
CCc1cc(C(=O)OC)c(NC(=O)CC2Sc3ccc(C(F)(F)F)cc3NC2=O)s1 (centres undefined),23,-0.4
CNC[C@@H]1Oc2ccc(NS(=O)(=O)c3c(C)noc3C)cc2CC(=O)N([C@@H](C)CO)C[C@@H]1C,x,3.0
C[C@@H]1CN([C@H](C)CO)C(=O)c2cccc(NC(=O)c3ccc(-c4nccs4)cc3)c2O[C@@H]1CN(C)CC1CCCCC1,-3,-5.0
Cc1ccc(S(=O)(=O)N(C)C[C@@H]2Oc3ccc(NC(=O)CCCCCC(=O)Nc4ccccc4N)cc3C(=O)N([C@@H](C)CO)C[C@@H]2C)cc1,-4,0.3

# Looked up by compound from above, 5 records:
SMILES,EZH2 inh,IDH1 R132H inh
CO[C@@H]1CN(C)C(=O)c2ccc(NC(=O)C3CC3)cc2OC[C@H](C)N(C(=O)c2ccccn2)C[C@H]1C,2,0.2
C[C@@H]1CN([C@H](C)CO)C(=O)c2cccc(NC(=O)c3ccc(-c4nccs4)cc3)c2O[C@@H]1CN(C)CC1CCCCC1,-3,-5.0
CNC[C@@H]1Oc2ccc(NS(=O)(=O)c3c(C)noc3C)cc2CC(=O)N([C@@H](C)CO)C[C@@H]1C,x,3.0
CCCNC(=O)N(C)C[C@H]1Oc2ncc(-c3ccc(F)cc3)cc2C(=O)N([C@H](C)CO)C[C@@H]1C,-5,x
Cc1c(Br)c([N+](=O)[O-])nn1CC(=O)Nc1cccnc1,-4,0.3

# (further entries)
SMILES,EZH2 inh,IDH1 R132H inh
CCn1c(SCC(=O)Nc2ccc(C(C)=O)cc2)nc2nc3c(cc2c1=O)CCCC3,x,-0.4
C[C@H](CO)N1C[C@H](C)[C@@H](CN(C)C(=O)Cc2ccccc2)Oc2ncc(-c3ccc(F)cc3)cc2C1=O,-18,-0.6
C[C@H](CO)N1C[C@H](C)[C@@H](CN(C)Cc2ccc3c(c2)OCO3)Oc2ccc(NS(=O)(=O)c3cn(C)cn3)cc2CC1=O,x,-0.2
CC1(C)CC(=O)C(C=NCCN2CCN(C(=O)Nc3ccc(Cl)c(Cl)c3)CC2)=C(O)C1,3,-0.2
CC(=O)Nc1ccc(C(=O)Nc2ccc(OCC(=O)O)cc2)cc1,6,0.0
O=C(c1c[nH]c2ccccc12)C(O)C(c1ccccc1)N1CCOCC1 (centres undefined),-5,0.2
C[C@H]1CN([C@@H](C)CO)C(=O)c2cc(C3=CCCC3)cnc2O[C@@H]1CN(C)C(=O)Nc1ccc(C(F)(F)F)cc1,-31,x
COc1ccccc1C(=O)N(Cc1nnc2c3ccccc3c(C)nn12)c1ccccc1,7,-0.4
C[C@H]1CN([C@@H](C)CO)C(=O)c2cc(-c3ccc(F)cc3)cnc2O[C@@H]1CN(C)Cc1ccc(F)cc1,-7,-1.1
C[C@H](CO)N1C[C@H](C)[C@H](CN(C)C(=O)C2CCOCC2)Oc2ncc(-c3cccc(C#N)c3)cc2C1=O,2,-1.1
C[C@@H](NC(=O)C[C@H]1C=C[C@@H](NC(=O)C2CCC2)[C@@H](CO)O1)c1ccccc1,6,2.3
Cc1cc(C(=O)Nc2cccc3c2O[C@@H](CN(C)C(=O)Nc2cccc4ccccc24)[C@@H](C)CN([C@H](C)CO)C3=O)n(C)n1,-1,x
O=C(CCCCCCC(=O)Nc1ccccc1O)N/N=C/c1ccc[nH]1,13,x
Cc1ccc(S(=O)(=O)Nc2ccc3c(c2)CC(=O)N([C@H](C)CO)C[C@@H](C)[C@H](CN(C)C(=O)NC(C)C)O3)cc1,-3,-0.1
COCC#Cc1ccc2c(c1)O[C@@H](CN(C)S(=O)(=O)c1cccc(OC)c1)[C@H](C)CN([C@@H](C)CO)S2(=O)=O,x,-0.3
CC(C)NC(=O)Nc1ccc2c(c1)C(=O)N([C@H](C)CO)C[C@H](C)[C@@H](CN(C)C(=O)NC1CCCCC1)O2,-5,x
O=C(CCCCCCC(=O)N/N=C/c1ccc(O)c(O)c1)NO,50,x
CN(C)CC(=O)Nc1ccc2c(c1)[C@@H]1C[C@H](CC(=O)N3CCN(C)CC3)O[C@@H](CO)[C@@H]1O2,7,-0.4
COc1ccccc1-c1cn(CC[C@H]2CC[C@@H](NC(=O)CCN3CCCCC3)[C@H](CO)O2)nn1,-11,-0.2
C[C@@H]1CN([C@H](C)CO)C(=O)c2cc(NC(=O)CCC(F)(F)F)ccc2O[C@@H]1CN(C)Cc1ccncc1,-3,1.8

# Only part of the results is shown, so the mix of outcomes need not match the whole.
